Source: PubChem (National Center for Advancing Translational Sciences (NCATS))
Chronic BCR inh: inhibitors of chronic active B-cell receptor signaling; ABC-DLBCL IkBa-CBG/CBR reporter, luminescence ratio, 4 h; Potency, µM (titrated, usually from 46.1 µM), for the others: top-dose ratio change, negative = lower green/red ratio, actives largely listed as inhibitors; 340,000 compounds, 0.05% hits; active means well fitted inhibition curve with a large enough effect in the signal ratio, with a control signal flat, not every such curve was filed as active; inconclusive means small, poorly fitted or top-dose-only effect, or effect the other way, or a change in a side signal; the % refers to the signal ratio;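 further: potency means the concentration at half of the fitted maximal effect; plate controls were basal doxycycline-induced cells for no effect and cells given 10 µM MG132 for full effect; MG132 reads +100%, hits lower the ratio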
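TMD8 ABC-DLBCL cells carrying doxycycline-inducible green luciferase fused to IkappaBalpha plus unfused red luciferase were exposed to compounds (up to 46 uM) for 4 hrs at 37C. Activity came from the overlap-corrected green/red luminescence ratio.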
MBNL1 CUG block: blocks human MBNL1 binding to CUG repeat RNA; Q9NR56; TR-FRET MBNL1-His/biotin-(CUG)12 binding, 665/545 ratio; Potency, µM (top dose mostly 57.5 µM), without a hit: at the top dose activity change, negative = inhibition, actives largely listed as inhibitors; 280,000 compounds, 0.036% hits; AID 2675; active means well fitted inhibition curve with a large enough effect in the signal ratio, with a control signal flat, not every such curve was filed as active; inconclusive means small, poorly fitted or top-dose-only effect, or effect the other way, or a change in a side signal; inactive means no such curve, though single readings can be large or run the other way; the % refers to the signal ratio; further: potency means the concentration at half of the fitted maximal effect; on the % scale 0 is the no-effect control and ±100 the full control effect
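Ratiometric TR-FRET (665 over 545 nm, excitation 340 nm) tracks disruption of MBNL1-His/biotin-(CUG)12 complex after 60 min at room temperature, with compounds at 92 nM to 58 uM final.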
Menin MLL FP TR: displaces Texas Red mutant MLL peptide from human menin. 270,000 compounds, 0.23% hits. Menin + Texas Red MLL mutant peptide, fluorescence polarization. O00255. AID 1768. Potency, µM (series often up to 61.6 µM), for inactives: at the highest dose FP activity change, negative = inhibition, usual class: inhibitors; active means well fitted inhibition curve with a large enough effect in the polarisation, with a control signal flat, not every such curve was filed as active; inconclusive means small, poorly fitted or top-dose-only effect, or effect the other way, or a change in a side signal; inactive means no such curve, though single readings can be large or run the other way; the % refers to the polarisation; further: potency means the concentration at half of the fitted maximal effect; % of control where 0% means no effect; many of its hits are not listed in these tables
TSHR antagonist: antagonists of human thyroid stimulating hormone receptor; P16473; TSHR-expressing cells, TSH-stimulated cAMP HTRF, 2 h; active compounds read low; activity change, negative = inhibition, % at 11.5 µM; 330,000 compounds, 0.2% hits;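 active means activity change below a set negative limit, meaning inhibition stronger than a set level, cut at about -70% in these data; inconclusive means activity change between two set negative limits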; further: on the % scale 0 is the no-effect control and ±100 the full control effect
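TSHR-expressing cells, 200/well, pre-treated with compound, then stimulated with EC80 TSH (4nM final) for 2 hours at 37 deg C. cAMP measured by competitive HTRF: anti-cAMP cryptate antibody in lysis buffer plus cAMP-d2, read after 30 minutes at room temperature.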
Eya2 inh: Eya2 (human) phosphatase inhibition | O00167 | recombinant Eya2, OMFP fluorescence dephosphorylation (OMFP is methylfluorescein phosphate) | Potency, µM (top dose mostly 76.9 µM), for inactives: top-dose activity, negative = inhibition, actives largely listed as inhibitors | 330,000 compounds, 0.006% hits | AID 488837; further: potency means the concentration at half of the fitted maximal effect; on the % scale 0 is the no-effect control and ±100 the full control effect
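Eya2 protein (added as 0.2 uM solution) was preincubated with compound for 10 min at ambient temperature in 50 mM HEPES pH 7.5, 50 mM NaCl, 5 uM MgCl2, 0.05% BSA, 1 mM DTT. OMFP (added at 50 uM) then reacted 10 min; fluorescence read at 485/525 nm.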
ASM inhibitor: blocks human secretory acid sphingomyelinase. 340,000 compounds, 0.006% hits. Potency, µM (top dose mostly 57.5 µM), for the others: at the top dose activity change, negative = inhibition, most hits filed as inhibitors. P17405. placental ASM, HMU-PC fluorogenic substrate, 60 min. AID 504937; further: potency means the concentration at half of the fitted maximal effect
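Fluorescence read-out (Ex 386 nm, Em 447 nm) after stopping the reaction at pH 10. Enzyme: ASM from human placenta; substrate HMU-PC0, 9 uM final; 60 min, 37 °C. Compound preincubation 10 min, ambient temperature.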
PKM2 activator: increases activity of human pyruvate kinase M2; 260,000 compounds, 0.34% hits; Potency, µM (highest dose often 57.5 µM), for the others: at the top dose activation, hits mostly activators; P14618; purified PKM2, Kinase-Glo ATP luminescence, activation; response scale: 0% is enzyme alone, no compound; further: potency means the concentration at half of the fitted maximal effect; on the % scale 0 is the no-effect control and ±100 the full control effect; nearly all actives have a fitted effect of over 55% in size
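Purified hPK-M2 (>95% pure) converted ADP (0.1 mM final) to ATP with 0.5 mM PEP in 50 mM imidazole pH7.2, KCl, MgCl2, Tween 20, BSA; 1 h at room temperature. ATP detected by Kinase-Glo luminescence.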
USP2a block: blocks human ubiquitin-specific protease USP2a | O75604 | USP2 core, Ub-CHOP2 coupled fluorogenic reporter, 485/531 | Potency, µM (titrated, usually from 38.3 µM), without a hit: top-dose activity change, negative = inhibition, usual class: inhibitors | 330,000 compounds, 0.01% hits;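 further: potency means the concentration at half of the fitted maximal effect; plate controls were DMSO wells for no effect and full inhibition by NEM control for full effect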
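USP2 core (10nM final) preincubated 30min RT with compound in 20mM Tris-HCl pH 8.0, 2mM CaCl2, 2mM beta-mercaptoethanol, 0.05% CHAPS; 25nM Ub-CHOP2 plus 25nM reporter substrate added, fluorescence (Ex485/Em531) read after 60min.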
KCNH2 WT inh: blocks the wildtype human KCNH2 potassium channel; AID 720551; 340,000 compounds, 0.37% hits; Q12809; U2OS, BacMam KCNH2, thallium flux FluxOr; active compounds read low; activity change, % at 1.84 µM;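 active means maximum activity change below -70%; inconclusive means maximum activity change between -70% and -50%; inactive means maximum activity change above -50%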; further: on the % scale 0 is the no-effect control and ±100 the full control effect
Target sequence (Q12809 whole entry, looked up): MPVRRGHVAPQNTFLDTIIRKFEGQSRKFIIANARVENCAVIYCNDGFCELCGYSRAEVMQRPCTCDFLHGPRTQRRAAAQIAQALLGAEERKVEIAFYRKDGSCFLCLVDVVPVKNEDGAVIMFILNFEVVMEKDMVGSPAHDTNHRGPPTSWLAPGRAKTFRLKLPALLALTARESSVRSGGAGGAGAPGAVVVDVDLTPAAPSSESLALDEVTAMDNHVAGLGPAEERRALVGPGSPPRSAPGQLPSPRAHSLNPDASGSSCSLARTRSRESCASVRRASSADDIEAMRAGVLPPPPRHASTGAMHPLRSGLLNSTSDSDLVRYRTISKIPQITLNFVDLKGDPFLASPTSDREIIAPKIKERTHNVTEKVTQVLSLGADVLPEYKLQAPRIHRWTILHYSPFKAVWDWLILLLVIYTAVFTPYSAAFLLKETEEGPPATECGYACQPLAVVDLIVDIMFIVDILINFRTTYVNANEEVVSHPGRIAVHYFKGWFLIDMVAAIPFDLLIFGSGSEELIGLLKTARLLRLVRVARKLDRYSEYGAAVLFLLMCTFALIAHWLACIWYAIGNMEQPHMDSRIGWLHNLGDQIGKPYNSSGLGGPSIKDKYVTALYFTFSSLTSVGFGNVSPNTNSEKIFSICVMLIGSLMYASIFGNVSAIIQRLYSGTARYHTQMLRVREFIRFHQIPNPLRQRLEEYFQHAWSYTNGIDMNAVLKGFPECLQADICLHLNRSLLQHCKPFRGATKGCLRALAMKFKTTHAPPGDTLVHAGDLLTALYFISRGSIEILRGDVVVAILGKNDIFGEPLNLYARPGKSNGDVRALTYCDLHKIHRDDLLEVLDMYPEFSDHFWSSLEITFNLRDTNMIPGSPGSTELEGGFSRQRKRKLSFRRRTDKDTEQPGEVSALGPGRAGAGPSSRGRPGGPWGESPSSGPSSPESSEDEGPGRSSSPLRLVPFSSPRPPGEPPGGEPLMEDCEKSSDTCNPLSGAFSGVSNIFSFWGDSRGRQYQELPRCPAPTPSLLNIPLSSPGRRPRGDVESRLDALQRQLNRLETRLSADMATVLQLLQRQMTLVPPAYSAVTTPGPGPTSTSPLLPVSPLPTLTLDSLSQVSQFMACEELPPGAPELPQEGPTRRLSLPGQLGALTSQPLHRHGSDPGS
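U2OS cells transduced with wild-type KCNH2 virus are loaded with FluxOr dye for 45 min, and thallium flux is measured in kinetic reads before and after stimulation buffer. Rate constants are normalized to DMSO controls.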
GALK inh: inhibitors of human galactokinase. P51570. Purified GALK, Kinase-Glo residual ATP luminescence. Potency, µM (doses to about 57.5 µM), inactives show top-dose activity change, negative = inhibition, hits mostly inhibitors. 270,000 compounds, 0.007% hits; further: potency means the concentration at half of the fitted maximal effect; on the % scale 0 is the no-effect control and ±100 the full control effect
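5 nM enzyme, 35 uM ATP, 100 uM galactose, 20 mM HEPES pH8.0, 5 mM MgCl2; 1 h RT; residual ATP by Kinase-Glo Plus luminescence, qHTS format.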
Mito fusion act: inhibitors of mitochondrial division or activators of mitochondrial fusion; S. cerevisiae fusion-defective mutant growth rescue, CellTiterGlo 48 h; Potency, µM (series often up to 46.1 µM), for inactives: top-dose growth rescue (activation), hits mostly activators; 320,000 compounds, 0.23% hits;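 further: potency means the concentration at half of the fitted maximal effect; % of control where 0% means no effect; nearly all actives have a fitted effect of over 45% in size; temperature-sensitive fusion mutants such as fzo1-1 at 37 °C on non-fermentable ethanol glycerol medium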
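Read-out: ATP-based luminescence (CellTiterGlo, 10 min ambient) reporting growth of fusion-defective ts yeast after 48 hours at 37C on glycerol/ethanol YPEG medium in the presence of compound.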
Active calls of the source: *; ? = inconclusive; . = not tested or not shown; [ ] = dose if it differs, or a comment. Unless noted, the call rests on the fitted dose curve; in most records, active means well fitted curve in the direction sought with a large enough effect; inconclusive means small, poorly fitted or top-dose-only effect, or another doubt; inactive means no such curve, though single readings can be large; an effect the other way counts as inactive or inconclusive. An excerpt, so the mix of outcomes need not match the whole.

Short forms – A = Chronic BCR inh; B = MBNL1 CUG block; C = Menin MLL FP TR; D = TSHR antagonist; E = Eya2 inh; F = ASM inhibitor; G = PKM2 activator; H = USP2a block; I = KCNH2 WT inh; J = GALK inh; K = Mito fusion act
SMILES: COCc1c(C(=O)N(C)Cc2ccccc2N2CCCC2)oc2ccccc12
  A: 4% | B: . | C: . | D: -1 | E: -28% | F: -2% | G: . | H: 2% | I: -7 | J: . | K: 15%

SMILES: O=C(NCc1ccccc1)C1=C[C@H](c2csc3ccccc23)C[C@H](OCCCCO)O1
  A: 5% | B: 23% | C: 14% | D: -3 | E: 7% | F: -2% | G: 0% | H: 1% | I: 1 | J: -1% | K: 3%

SMILES: CCOC(=O)c1ccc(N=c2scc(C)n2CC)cc1
  A: ? | B: -1% | C: -9% | D: -2 | E: -8% | F: 26% | G: -1% | H: 6% | I: 25 | J: 10% | K: 7%

SMILES: Cc1cccc(NC(=O)N2CCN(Cc3ccc4c(c3)OCO4)CC2)c1C
  A: -3% | B: -9% | C: -2% | D: 3 | E: 4% | F: -1% | G: 2% | H: 1% | I: . | J: 6% | K: -3%

SMILES: O=C(COC(=O)c1cc(S(=O)(=O)N2CCOCC2)ccc1O)Nc1cc(S(=O)(=O)N2CCCC2)ccc1Cl
  A: 1% | B: -1% | C: . | D: -8 | E: -8% | F: -12% | G: 1% | H: 3% | I: -146* | J: 13% | K: 1%

SMILES: COc1ccc(CCC(=O)Nc2cccc(S(=O)(=O)N3CCCCCC3)c2)cc1OC
  A: 0% | B: . | C: . | D: -26 | E: 0% | F: 7% | G: . | H: -1% | I: 11 | J: . | K: -3%

SMILES: COc1ccc(C(=O)Nc2ccnn2C2CCN(C(=O)CCC(F)(F)F)CC2)cc1
  A: 15% | B: -9% | C: 10% | D: 9 | E: 2% | F: -1% | G: 0% | H: -1% | I: 1 | J: 9% | K: -1%

SMILES: O=C(CSc1nnc(NC(=O)C2CC2)s1)NCc1ccccc1
  A: -9% | B: -7% | C: 3% | D: 8 | E: -4% | F: 5% | G: -3% | H: 3% | I: -4 | J: -7% | K: -8%

SMILES: Cc1ccc(N(CC(=O)NC(C)c2ccccc2)S(=O)(=O)c2cccs2)cc1 (stereo not drawn)
  A: -4% | B: 2% | C: -15% | D: -6 | E: -13% | F: 3% | G: 6% | H: 5% | I: 5 | J: 1% | K: -2%

SMILES: COc1ccc(Cn2cnc3c(N)c(C)c(C)cc32)cc1
  A: -2% | B: -5% | C: ? | D: -16 | E: 0% | F: -3% | G: -4% | H: 1% | I: 13 | J: -2% | K: 2%

SMILES: Cc1ccc(-c2c(NC(=O)c3ccco3)oc3ccccc3c2=O)cc1
  A: -6% | B: -2% | C: -2% | D: 75 | E: ? | F: -1% | G: 0%[0.46 µM] | H: 0% | I: -2 | J: 7% | K: 20%

SMILES: CC1CN(CC(=O)Nc2ccc(S(N)(=O)=O)cc2)CC(C)O1 (stereo not drawn)
  A: 2% | B: -4% | C: 1% | D: -2 | E: 10% | F: 4% | G: . | H: 3% | I: 8 | J: 0% | K: 1%

SMILES: Cc1cc(Cl)ccc1NNC(=O)CCc1ccccc1
  A: 5% | B: 2% | C: . | D: 10 | E: ? | F: 1% | G: 3% | H: 4% | I: 17 | J: . | K: -2%

SMILES: CCOC(=O)C1=C(C)OC(N)=C(C(=O)OCC)C1c1cccnc1 (stereo not drawn)
  A: -12% | B: 0% | C: -5% | D: -4 | E: -11% | F: 6% | G: ? | H: 0% | I: -5 | J: 0% | K: 9%

SMILES: O=C(Cc1csc(Nc2nc(=S)[nH]c3ccccc23)n1)NCc1cccc(Cl)c1
  A: -1% | B: -2% | C: . | D: 2 | E: -3% | F: 12% | G: -2% | H: 1% | I: -3 | J: 7% | K: -12%

SMILES: O=C(NCCCNC(=O)c1ccccn1)c1ccc(Br)cc1
  A: -2% | B: -12% | C: ? | D: -43 | E: 5% | F: -1% | G: -1% | H: 3% | I: -1 | J: -7% | K: -2%

SMILES: CCc1ccc(NC(=S)NNC(=O)c2ccccc2OC(F)F)cc1
  A: 7% | B: -11% | C: 2% | D: -3 | E: -6% | F: . | G: -6% | H: 2% | I: . | J: -1% | K: 12%

SMILES: O=S(=O)(NCc1ccc(F)cc1)c1cccc(S(=O)(=O)N2CCOCC2)c1
  A: -1% | B: 1% | C: 5% | D: 0 | E: -1% | F: -1% | G: 2% | H: -1% | I: 0 | J: -1% | K: -2%

SMILES: O=C(COc1ccc2c3c(c(=O)oc2c1)CCC3)N1CCCCC1
  A: 0% | B: 15% | C: . | D: 3 | E: 20% | F: 7% | G: . | H: 0% | I: 0 | J: 0% | K: -4%

SMILES: Cc1cccc2nc(CSCc3ccco3)cn12
  A: ? | B: 9% | C: 1% | D: -6 | E: -4% | F: 1% | G: -1% | H: -1% | I: 3 | J: 1% | K: -7%

SMILES: CC(NC(=O)c1ccc(Br)cc1)c1ccc2c(c1)CCCC2 (stereo not drawn)
  A: 9% | B: -5% | C: 6% | D: -12 | E: -7% | F: -5% | G: 2% | H: 2% | I: -3 | J: 0% | K: 0%

Filtered by structure: those above containing a halogen
Short forms – A = Chronic BCR inh; B = MBNL1 CUG block; C = Menin MLL FP TR; D = TSHR antagonist; E = Eya2 inh; F = ASM inhibitor; G = PKM2 activator; H = USP2a block; I = KCNH2 WT inh; J = GALK inh; K = Mito fusion act
SMILES: O=C(COC(=O)c1cc(S(=O)(=O)N2CCOCC2)ccc1O)Nc1cc(S(=O)(=O)N2CCCC2)ccc1Cl
  A: 1% | B: -1% | C: . | D: -8 | E: -8% | F: -12% | G: 1% | H: 3% | I: -146* | J: 13% | K: 1%

SMILES: COc1ccc(C(=O)Nc2ccnn2C2CCN(C(=O)CCC(F)(F)F)CC2)cc1
  A: 15% | B: -9% | C: 10% | D: 9 | E: 2% | F: -1% | G: 0% | H: -1% | I: 1 | J: 9% | K: -1%

SMILES: Cc1cc(Cl)ccc1NNC(=O)CCc1ccccc1
  A: 5% | B: 2% | C: . | D: 10 | E: ? | F: 1% | G: 3% | H: 4% | I: 17 | J: . | K: -2%

SMILES: O=C(Cc1csc(Nc2nc(=S)[nH]c3ccccc23)n1)NCc1cccc(Cl)c1
  A: -1% | B: -2% | C: . | D: 2 | E: -3% | F: 12% | G: -2% | H: 1% | I: -3 | J: 7% | K: -12%

SMILES: O=C(NCCCNC(=O)c1ccccn1)c1ccc(Br)cc1
  A: -2% | B: -12% | C: ? | D: -43 | E: 5% | F: -1% | G: -1% | H: 3% | I: -1 | J: -7% | K: -2%

SMILES: CCc1ccc(NC(=S)NNC(=O)c2ccccc2OC(F)F)cc1
  A: 7% | B: -11% | C: 2% | D: -3 | E: -6% | F: . | G: -6% | H: 2% | I: . | J: -1% | K: 12%

SMILES: O=S(=O)(NCc1ccc(F)cc1)c1cccc(S(=O)(=O)N2CCOCC2)c1
  A: -1% | B: 1% | C: 5% | D: 0 | E: -1% | F: -1% | G: 2% | H: -1% | I: 0 | J: -1% | K: -2%

SMILES: CC(NC(=O)c1ccc(Br)cc1)c1ccc2c(c1)CCCC2 (stereo not drawn)
  A: 9% | B: -5% | C: 6% | D: -12 | E: -7% | F: -5% | G: 2% | H: 2% | I: -3 | J: 0% | K: 0%
